Anthrax LF inh2: Bacillus anthracis LF protease inhibitors, primary screen, biochemical, multiplex microsphere, MLPCN library; AID 588501, 2011; Lethal factor (Bacillus anthracis), P15917; actives 0.12% (n = 360,000); inhibition, % at 10 µM; multiplex microsphere protease cleavage assay; note: plate controls were buffer without enzyme for full effect and enzyme alone for no effect
BoNT A protease: BoNT/A light chain protease inhibitors, primary screen, biochemical, flow cytometry, MLPCN library. Botulinum neurotoxin type A light chain protease (Clostridium botulinum A str. ATCC 3502). actives 0.17% (n = 360,000). multiplex microsphere protease substrate cleavage. inhibition, % at 10 µM; note: plate controls were buffer without enzyme for full effect and enzyme alone for no effect
Rv3671c inh: Rv3671c serine protease inhibitors, primary screen, biochemical, fluorescence polarization, M. tuberculosis H37Rv; inhibition, % at 5.96 µM; actives 0.048% (n = 320,000); AID 2606, 2010; in the data active = inhibition above about 38%;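 note: extracellular domain of Rv3671c used as enzyme; 0% = enzyme with DMSO and 100% = no enzyme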
Target sequence (P9WHR9 whole entry, looked up, the tested form may be a part): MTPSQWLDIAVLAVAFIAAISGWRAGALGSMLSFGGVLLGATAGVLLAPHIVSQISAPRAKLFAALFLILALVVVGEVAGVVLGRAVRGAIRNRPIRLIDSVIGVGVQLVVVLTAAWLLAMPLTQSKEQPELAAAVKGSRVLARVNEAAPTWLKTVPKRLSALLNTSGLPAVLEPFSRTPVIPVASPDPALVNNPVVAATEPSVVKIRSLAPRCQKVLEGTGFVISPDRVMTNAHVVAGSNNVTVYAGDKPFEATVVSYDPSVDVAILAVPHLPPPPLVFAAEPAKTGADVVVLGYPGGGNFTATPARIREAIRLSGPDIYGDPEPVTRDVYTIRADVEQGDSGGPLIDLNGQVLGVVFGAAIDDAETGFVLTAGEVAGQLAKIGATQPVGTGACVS
PrPC TRFRET: inhibitors of human cell surface prion protein PrPC, primary screen, cell-based, TR-FRET | Major prion protein (Homo sapiens), P04156 | TR-FRET read-out | inhibition, % at 13.8 µM | AID 720596, 2013 | actives 0.43% (n = 370,000); in the data active = inhibition above about 24%; note: 0% = median of the test wells and 100% = reference compound wells
MazF activator: activators of E. coli MazEF toxin-antitoxin RNase, primary screen, biochemical, fluorescence, uHTS; Endoribonuclease toxin MazF (Escherichia coli (strain K12)), P0AE70; FAM/BHQ RNA-DNA oligo cleavage fluorescence, 5 h; activation, % at 20 µM; actives 0.32% (n = 350,000); in the data active = activation above about 50%
Target sequence (P0AE70 whole entry, looked up): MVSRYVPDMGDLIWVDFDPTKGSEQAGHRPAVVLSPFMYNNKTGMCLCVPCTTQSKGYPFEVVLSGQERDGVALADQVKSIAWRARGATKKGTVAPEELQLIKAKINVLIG
3CLpro inhibitor: SARS-CoV 3CLpro protease inhibitors, primary screen, biochemical, quenched FRET | recombinant SARS-CoV 3CLpro, quenched FRET peptide cleavage | Replicase polyprotein 1ab (Severe acute respiratory syndrome coronavirus), P0C6X7 | actives 0.14% (n = 290,000) | inhibition, % at 6 µM; in the data active = inhibition above about 12%
VHR inh abs: VHR1 phosphatase inhibitors, primary screen, biochemical, absorbance, uHTS | actives 0.52% (n = 290,000) | inhibition, % at 13.3 µM | recombinant VHR phosphatase, pNPP absorbance; in the data active = inhibition above about 50%; note: some compounds called inactive have numbers as strong as hits
Target sequence (P51452 whole entry, looked up): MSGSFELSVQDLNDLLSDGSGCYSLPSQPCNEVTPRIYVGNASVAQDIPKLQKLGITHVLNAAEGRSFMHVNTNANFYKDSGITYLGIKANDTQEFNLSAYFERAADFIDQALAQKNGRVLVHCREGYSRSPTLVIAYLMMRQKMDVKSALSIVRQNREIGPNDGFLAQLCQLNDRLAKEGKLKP
CCHFV vOTU inh: CCHFV vOTU protease inhibitors, primary screen, biochemical, Pep-AMC substrate, fluorescence | Crimean-Congo hemorrhagic fever virus L polyprotein viral ovarian tumor (vOTU) protease … | inhibition, % at 11.5 µM | actives 0.55% (n = 370,000) | AID 651958, 2012; in the data active = inhibition above about 30%; note: 0% = vehicle wells with enzyme and 100% = no enzyme wells
PriA SSB inh: inhibitors of Klebsiella pneumoniae PriA binding to SSB C-terminal tail, primary screen, biochemical, AlphaScreen | PriA–SSB C-terminal tail interaction (Klebsiella pneumoniae) | AlphaScreen SSBct-PriA binding, biotinylated peptide | inhibition, % at 33 µM | actives 0.6% (n = 430,000); in the data active = inhibition mostly above about 37%, no sharp cut-off; inactive = mostly below about 20%;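 note: plate controls were negative control peptide for no effect and reference peptide for full effect; strong numbers were not always called active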
BoNT-F LC inh: BoNT/F light chain protease inhibitors, primary screen, biochemical, flow cytometry, MLPCN library; Botulinum neurotoxin type F light chain protease (Clostridium botulinum); Multiplex microsphere protease cleavage assay; inhibition, % at 10 µM; actives 0.22% (n = 360,000); AID 588497, 2011; in the data active = inhibition above about 35%, passing the limit was not always enough; inconclusive = no clear call, values can overlap the other calls; note: plate controls were buffer without enzyme for full effect and enzyme alone for no effect
An asterisk follows results filed as active; ? = inconclusive; · = no result given; & = joins results of further samples. Cut-off read from the data, not from the text of the source, unless noted: active = inhibition above about 30%; inconclusive = no clear call, values can overlap the other calls; inactive = below that. The list is partial; rates above refer to the full screens.

SMILES	Anthrax LF inh2	BoNT A protease	Rv3671c inh	PrPC TRFRET	MazF activator	3CLpro inhibitor	VHR inh abs	CCHFV vOTU inh	PriA SSB inh	BoNT-F LC inh
N#CCCN(C(=O)Nc1ccccc1)c1ccccc1	-2	0.1	8	-6	11	1	4	0	3	2
O=C(CCc1ccc(S(=O)(=O)N2CCOCC2)cc1)Nc1nc(COc2ccccc2)cs1	-1	2.1	-10	5	-7	0	31	-10	4	0
Cc1ccc(C)c(OCC(=O)OCc2csc(CC(=O)Nc3ccccc3C)n2)c1	-1	-0.2	·	1	-15	·	·	-3	·	5
S=C(Nc1cccc(Cl)c1)NC1CCCCC1	-1	-0.1	5	4	0	2	24	-10	-3	-2
CCOc1ccc(NC(=O)C2CC(C)=C(C)CC2C(=O)O)cc1 (centres undefined)	-3	0.0	3	1	5	-4	19	-2	-14	2
Cc1cc(C)c(C)c(S(=O)(=O)N2CCN(c3ccccn3)CC2)c1C	-4	-0.1	8	2	-4	2	4	-3	0	1
Clc1ccc(Cc2ccccn2)cc1	-2	0.7	·	-2	1	·	·	10	6	4
CC(C)(C)c1ccc(OCC(=O)Nc2ccncc2)cc1	-4	-4.2	-6	9	0	1	12	-2	2	?
CC(C)c1ccc(NC(=O)C2CCC(CNC(=O)[C@@H]3Cc4ccccc4CN3)CC2)cc1 (some centres undefined)	-2	-4.1	-8	-7	-12	3	20	7	0	-15
COc1cccc(NS(=O)(=O)c2ccc(C)c(C(=O)N3CCCCC3)c2)c1	-2	1.4	2	-2	3	3	6	-5	-14	-5
Cc1cc(C2=NNC(=Nc3ccc(S(=O)(=O)N4CCOCC4)cc3)SC2)c(C)n1CC1CCCO1 (centres undefined)	-5	0.3	-3	0	-10	0	16	10	12	-10
CSc1nc(C)c(CCO)c(=O)[nH]1	2	0.0	6	-1	8	-1	17	-15	-14	-2

Brought forward from above: four entries, then new ones.
SMILES	Anthrax LF inh2	BoNT A protease	Rv3671c inh	PrPC TRFRET	MazF activator	3CLpro inhibitor	VHR inh abs	CCHFV vOTU inh	PriA SSB inh	BoNT-F LC inh
CC(C)c1ccc(NC(=O)C2CCC(CNC(=O)[C@@H]3Cc4ccccc4CN3)CC2)cc1 (some centres undefined)	-2	-4.1	-8	-7	-12	3	20	7	0	-15
COc1cccc(NS(=O)(=O)c2ccc(C)c(C(=O)N3CCCCC3)c2)c1	-2	1.4	2	-2	3	3	6	-5	-14	-5
Cc1cc(C2=NNC(=Nc3ccc(S(=O)(=O)N4CCOCC4)cc3)SC2)c(C)n1CC1CCCO1 (centres undefined)	-5	0.3	-3	0	-10	0	16	10	12	-10
CSc1nc(C)c(CCO)c(=O)[nH]1	2	0.0	6	-1	8	-1	17	-15	-14	-2
CC1CCC(NC(=O)CC2Oc3ccccc3NC2=O)CC1 (centres undefined)	-3	-0.4	1	-12	5	-1	46	10	-6	-2
Cc1cc(C)cc(OCC(=O)NN2Cc3ccccc3C2=N)c1	3	0.1	-2	-5	-13	-1	4	11	-8	10
CCCSc1nc(NCc2ccco2)c2c3c(sc2n1)COC(C)(C)C3	-5	-2.4	-4	1	7	3	1	0	2	-8
CCOC(=O)c1ccc(CSC(=N)N)o1	-5	0.3	2	4	12	-1	17	-5	-3	-1
CCC(C)NC(=O)c1ccc(NC(=O)CC2SC(N3CCCC3)=NC2=O)cc1 (centres undefined)	8	-0.6	-2	7	-7	·	·	0	-7	6
O=C(C1CCCCC1)N1C[C@@H](n2cc(C3CC3)nn2)[C@H](O)C[C@@H]1c1ccc(Cl)cc1	-3	0.4	·	-10	-8	·	·	-13	·	2
Cc1c(Cl)cccc1NC(=O)C1CC2CCC1C2 (centres undefined)	·	·	-2	3	5	·	·	-7	6	·
O=S(=O)(Nc1cccc(S(=O)(=O)N2CCCC2)c1)c1cccc(Br)c1	13	2.3	-11	8	3	·	·	2	-7	-2
ClCc1csc(-c2ccccc2Cl)n1	0	-0.8	-2	10	4	-2	0	8	-6	0
Cc1ccc(/C=C/c2onc(C)c2S(=O)(=O)N2CCC(C(=O)N3CCN(C)CC3)CC2)cc1	2	-0.7	-12	-7	-10	-3	4	12	6	0
CCCCCCSc1ccc([C@H]2N[C@@](C)(C(=O)OC)[C@H]3C(=O)N(C)C(=O)[C@@H]23)cc1	-2	-0.3	-13	4	10	·	·	6	-5	-2
COc1ccc(-c2csc(C(NC(C)=O)c3cccc(F)c3)n2)cc1 (centres undefined)	-6	-0.2	·	-4	·	·	·	6	·	-2
CN(CC(=O)NCCN1CCOCC1)S(=O)(=O)c1ccc(Cl)cc1	-7	-0.9	-4	-11	-12	·	·	-9	-11	-11
O=C(NCCN1CCOCC1)c1cccc2c1C(=O)c1ccc(N3CCCC3)cc1S2(=O)=O	2	0.0	-14	-47	-102	·	·	10	-2	-6
Cc1ccc(NC2=NC(c3ccccc3)n3c(nc(C)cc3=O)N2)cc1 (centres undefined)	9	2.6	-1	1	5	4	6	5	-6	19
CC(C)C(C)(C#N)NC(=O)CSc1ncnc2sc(-c3ccccc3)cc12 (centres undefined)	-4	2.0	-14	-9	-6	-4	19	12	-7	-5
CCOc1ccc(NC(=O)N(CCN2CCOCC2)Cc2ccc3c(c2)CCCN3CC)cc1	-3	-0.4	-1	1	8	-3	42	41*	16	-10
Cc1ccc(C(=O)Nc2cccc(C(=O)NCc3ccccc3)c2)cc1	-3	0.5	-23	37*	6	-5	8	1	-6	-9
COCCn1c(SCC(=O)Nc2nc(C)c(Cl)cc2Cl)nc2ccccc21	0	0.1	0	-3	7	2	19	-2	-20	8
Cn1nc(C(=O)N2CCN(S(=O)(=O)/C=C/c3ccccc3)CC2)c2ccccc2c1=O	-2	-1.1	-9	-3	8	2	-9	-14	-6	-4
Cc1ccc(N(CC(=O)NCc2ccc3c(c2)OCO3)S(C)(=O)=O)cc1	-1	1.1	3	-3	-12	-4	15	-19	2	26
c1ccc(CCNc2ncnc3nc[nH]c23)cc1	-2	-0.5	4	11	9	-8	-8	0	-16	-10
CCOC(=O)c1ccc(S(=O)(=O)N2CCC(C(=O)O)CC2)cc1	-15	-2.2	10	-1	6	7	-10	-4	0	-7
COc1ccc(-c2csc(NC(=O)C3CC(=O)N(Cc4ccccc4)C3)n2)cc1OC (centres undefined)	-2	0.9	-3	-8	4	-1	26	8	20	3
COCCn1c(SCC(=O)c2ccc(F)cc2)nnc1C(C)C	-2	0.8	3	5	4	4	10	-3	4	-2
O=C(Cn1c(=O)c(=O)n(Cc2ccccc2)c2ccc(Cl)cc21)Nc1cccc(F)c1	-2	2.1	4	6	-6	-1	6	2	3	-2
O=C(NCc1cccc(C(F)(F)F)c1)C1CC(c2c(Cl)cccc2Cl)=NO1 (centres undefined)	6	-0.5	-8	1	-12	-2	3	17	-20	-4
NP(=O)(OCC(F)(F)F)Oc1cccc2ccccc12 (centres undefined)	0	-0.7	1	4	0	-5	10	0	-7	-3
CCOC(=O)CSc1ccc(S(=O)(=O)N(CC)CC)cc1[N+](=O)[O-]	-2	0.1	1	-14	1	2	25	-10	-3	5
COc1ccc(NC(=S)N2CCC(Cc3ccccc3)CC2)cc1OC	1	-0.1	10	5	7	-1	32	-7	24	-5
Cc1cc(F)ccc1S(=O)(=O)Nc1ccc(C(=O)N(C)Cc2ccco2)cc1	1	-1.0	3	10	-3	·	·	3	2	-11
O=C(Nc1cnccc1C(F)(F)F)NC1CCCCC1	1	-0.1	4	-3	10	2	27	4	-2	4
Nc1[nH]n(-c2ccccc2)c(=O)c1N=Nc1ccc2c(c1)OCCO2	-7	-1.4	7	-1	7	5	30	14	29	-5
COc1ccnc(Oc2cc(Cl)cc(Cl)c2)c1C#N	1	-0.4	5	0	3	1	4	-8	-4	-5
NS(=O)(=O)c1cc(C(=O)O)c(NCc2ccco2)cc1Cl	-8	-0.7	2	-3	·	·	·	-2	-6	0
OC(CCN1CCCCC1)(c1ccccc1)c1ccccc1	-6	-0.2	0	-9	1	-1	-22	3	3	-12
COc1cc(C(=S)N2CCOCC2)ccc1OS(=O)(=O)c1ccc(Cl)cc1	13	7.8	-3	4	4	3	6	2	13	7
COc1ccccc1Nc1nc(N)nc(CSc2nc(C)cc(C)n2)n1	19	0.5	4	3	-1	-1	5	-2	-10	5
O=C1C(O)=CC(=C(c2ccccc2)c2ccccc2)c2ccccc21	-7	-0.5	·	-11	8	·	·	1	16	-13
CCN(C(=O)CSc1nnnn1C)C1CCCCC1	4	-0.2	0	8	4	·	·	2	-11	5
O=C(O)[C@H](Cc1ccccc1)N1C(=O)c2ccncc2C1=O	1	-0.2	2	-5	8	1	22	-2	-3	-4
Cc1csc(NC(=O)c2ccccc2C(=O)O)n1	1	3.2	8	7	-6	-8	2	-1	3	11
O=C(Cc1sc(-c2ccccc2Cl)nc1-c1ccccc1)Nc1ccccc1	-7	-0.3	-7	2	1	2	-6	4	-23	0
C[C@H](NC(=O)c1ccco1)C(=O)Nc1ccc(S(=O)(=O)N2CCCC2)cc1	-1	0.4	2	-2	-4	1	19	12	-18	9
CN1CCN(S(=O)(=O)c2ccc(NC(=O)C3CCCCC3)cc2)CC1	4	0.1	5	-2	-1	1	7	-11	6	-2
Cc1ccc2c(c1)C=CC(C#N)N2C(=O)c1ccccc1 (centres undefined)	0	0.7	0	8	-4	1	-13	-2	-12	0
O=C(O)c1ccc2c(c1)ncn2C1CCCCC1	-2	-0.4	4	0	4	-2	20	-7	3&-20	2
N#C/C(=C\c1ccc(Sc2ccc(Cl)cc2)o1)c1nc2ccccc2[nH]1	3	4.2	-30	-9	-88	-2	37	7	-24	0
Cc1ccc(S(=O)(=O)Cn2nnnc2CN2CCOCC2)cc1	-3	0.2	-2	6	3	-3	-10	-3	-8	-7
COC(=O)CCC(=O)NC1CC(C)(C)Cc2c1cnn2-c1ccccc1 (centres undefined)	-11	-1.3	·	7	0	-5	57*	7	-6	4
O=C(Cc1ccccc1)NN1C(=O)C2C3C=CC(C3)C2C1=O (centres undefined)	-1	0.6	-6	2	-4	2	-9	5	-2	-5
CC12CCC(=O)N1C(C(=O)Nc1nc(-c3ccc(F)c(F)c3)cs1)CS2 (centres undefined)	-10	-38	-7	-4	-1	·	·	0	0	?
CCNc1ccc(C(=O)OCC(=O)N(Cc2ccccc2)C(C)(C)C)cc1[N+](=O)[O-]	0	-1.5	-11	3	-6	2	3	-12	-4	0
COc1cc(-c2nnc(SCC3(c4ccc(Br)cc4)OCCO3)o2)cc(OC)c1OC	-1	0.9	0	-2	-9	-2	20	3	-21	-13
CCCN1CCN(C2CCCCC2NS(=O)(=O)c2ccccc2)CC1 (centres undefined)	1	0.4	-8	·	1	-2	38	·	6	2

By substructure, the compounds so far with bromine.
SMILES	Anthrax LF inh2	BoNT A protease	Rv3671c inh	PrPC TRFRET	MazF activator	3CLpro inhibitor	VHR inh abs	CCHFV vOTU inh	PriA SSB inh	BoNT-F LC inh
O=S(=O)(Nc1cccc(S(=O)(=O)N2CCCC2)c1)c1cccc(Br)c1	13	2.3	-11	8	3	·	·	2	-7	-2
COc1cc(-c2nnc(SCC3(c4ccc(Br)cc4)OCCO3)o2)cc(OC)c1OC	-1	0.9	0	-2	-9	-2	20	3	-21	-13
